Bioassay records: PubChem BioAssay, Sanford-Burnham Center for Chemical Genomics
SENP8 inh: SENP8 protease inhibition; AID 2540; 330,000 compounds, 1.2% hits; purified SENP8, Z-RLRGG-aminoluciferin cleavage, luminescence; inhibition, % at 10 µM; Q96LD8
Target sequence (Q96LD8 whole entry, looked up): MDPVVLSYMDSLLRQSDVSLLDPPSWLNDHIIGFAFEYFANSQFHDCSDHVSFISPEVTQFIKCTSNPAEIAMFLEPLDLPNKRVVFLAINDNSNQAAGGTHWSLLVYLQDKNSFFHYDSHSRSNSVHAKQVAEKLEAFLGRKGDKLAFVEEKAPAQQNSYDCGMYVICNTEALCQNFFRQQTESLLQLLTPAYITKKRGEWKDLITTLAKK
Apaf-1 inh: blocks human Apaf-1 apoptosome activity; O14727; reconstituted apoptosome caspase-3 activity, DEVD-Rh110 fluorescence; inhibition, % at 20 µM; 330,000 compounds, 0.71% hits; active = inhibition of at least 40% at 20 µM;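 note: plate controls were DMSO wells for no effect and DEVD-CHO caspase inhibitor wells for full effect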
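Assay system – apoptosome proteins · Medium – Hepes buffer, pH 7.5 · Also added – cytochrome c with DEVD-Rh110 · Timing – 30 min compound preincubation, 50 min activation, room temperature · Detection – Rh110 fluorescence, excitation 480 nm, emission 540 nm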
HKDC1 inhibitor: HKDC1 (human) hexokinase inhibition; recombinant HKDC1, G6PDH/diaphorase resazurin coupled fluorescence; 340,000 compounds, 0.16% hits; AID 493160; inhibition, % at 20 µM;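 active = inhibition above about 35% when tested at 20 µM, limit read from the data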;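 note: plate controls were DMSO wells with enzyme for no effect and DMSO wells lacking enzyme for full effect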
Target sequence (Q2TB90 whole entry, looked up): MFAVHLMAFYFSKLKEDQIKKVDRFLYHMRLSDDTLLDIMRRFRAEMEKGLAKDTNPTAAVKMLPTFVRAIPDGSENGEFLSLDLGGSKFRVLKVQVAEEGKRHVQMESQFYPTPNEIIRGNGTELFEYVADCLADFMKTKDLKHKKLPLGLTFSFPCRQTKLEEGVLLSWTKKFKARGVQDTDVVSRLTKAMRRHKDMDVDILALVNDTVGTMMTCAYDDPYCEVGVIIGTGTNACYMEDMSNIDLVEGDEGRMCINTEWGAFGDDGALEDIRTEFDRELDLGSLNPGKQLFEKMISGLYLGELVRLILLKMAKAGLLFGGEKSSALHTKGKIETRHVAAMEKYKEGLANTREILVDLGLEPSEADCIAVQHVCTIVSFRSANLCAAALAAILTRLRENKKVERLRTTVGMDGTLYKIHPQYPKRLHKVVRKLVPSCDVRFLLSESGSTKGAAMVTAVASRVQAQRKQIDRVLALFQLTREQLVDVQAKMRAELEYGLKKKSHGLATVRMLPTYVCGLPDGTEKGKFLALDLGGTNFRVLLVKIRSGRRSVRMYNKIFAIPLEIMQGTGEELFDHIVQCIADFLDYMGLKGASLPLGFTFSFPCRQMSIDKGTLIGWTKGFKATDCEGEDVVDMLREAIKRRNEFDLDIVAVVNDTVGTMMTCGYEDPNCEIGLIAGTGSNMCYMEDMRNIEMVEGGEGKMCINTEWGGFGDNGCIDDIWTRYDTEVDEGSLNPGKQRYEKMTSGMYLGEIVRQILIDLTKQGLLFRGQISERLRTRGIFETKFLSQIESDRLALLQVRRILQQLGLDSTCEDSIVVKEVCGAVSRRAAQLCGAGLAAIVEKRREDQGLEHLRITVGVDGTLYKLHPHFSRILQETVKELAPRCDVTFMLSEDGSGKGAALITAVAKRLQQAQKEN
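System: Recombinant HKDC1 hexokinase | Amount: HKDC1 at 5 µg/mL | Reagent: Glucose with 1 mM ATP | Doses: Single 20 µM dose | Incubation: Reaction time 90 min, room temperature, protected from light | Signal: Coupled resazurin fluorescence, excitation 525 nm, emission 613 nm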
Gli-Sufu block: antagonists of Gli-Sufu signaling; Sufu-KO-LIGHT fibroblasts, Gli luciferase reporter luminescence; inhibition, % at 5 µM; 340,000 compounds, 0.74% hits; AID 588413;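 active = inhibition above about 55%, limit read from the data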;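 note: 0% = DMSO-treated cells and 100% = wells with medium but no cells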
Jurkat NFkB inh: lowers PMA/ionomycin-induced NF-kB signal in Jurkat cells. AID 435003. inhibition, % at 4 µM. 330,000 compounds, 0.53% hits. PMA/ionomycin-induced NF-kB luciferase reporter, luminescence
UBC13 polyUb: blocks human UBC13 polyubiquitin chain formation. P61088. TR-FRET. inhibition, % at 20 µM. 330,000 compounds, 0.47% hits. AID 485273; in the data active = inhibition above about 45%, passing the limit was not always enough
697 NFkB inh: inhibitors of the PMA/ionomycin-induced NF-kB reporter in 697 B cells; 697 B-cell NF-kB luciferase reporter, 16 h; inhibition, % at 4 µM; 330,000 compounds, 0.33% hits; AID 435022; in the data active = inhibition above about 35%
SENP7 block: blocks the human protease SENP7; Q9BQF6; recombinant SENP7, Z-RLRGG-aminoluciferin luminescence, 40 min; inhibition, % at 5 µM; 330,000 compounds, 1.5% hits;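 active = inhibition above about 50% at the single test dose, limit read from the data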;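 note: plate controls were DMSO with enzyme for no effect and no enzyme buffer wells for full effect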
Active calls of the source: *; . = not tested or not shown. Cut-off read from the data, not from the text of the source, unless noted: active = inhibition above about 50%; inactive = the rest.

SMILES	SENP8 inh	Apaf-1 inh	HKDC1 inhibitor	Gli-Sufu block	Jurkat NFkB inh	UBC13 polyUb	697 NFkB inh	SENP7 block
O=C(CNS(=O)(=O)c1ccccc1F)Nc1ccc(N2CCOCC2)cc1	-8.1	-5.8	-8.3	-0.6	9.2	6.4	8.2	4.6
CCOC(=O)CNS(=O)(=O)CCN1C(=O)c2ccccc2C1=O	0.1	-8.9	-6.3	4.2	-16.5	0.2	20.4	3.7
Fc1ccccc1-c1[nH]ncc1-c1nnnn1-c1ccccc1	-6.0	-0.6	-5.0	-0.6	9.2	-1.6	-2.9	-7.8
Cc1ccc(C)c(C(C)NC(=O)c2ccncc2)c1 (configuration not stated)	-4.1	-7.3	-8.1	-3.6	14.8	9.2	4.4	-6.0
N#C/C(=C(/O)CSc1ccccc1C(=O)O)c1nc2ccccc2s1	5.1	25.1	4.5	8.3	5.1	-8.0	15.4	2.3
O=C1N[C@@H](c2ccccc2)COC(=O)[C@H](Cc2ccc(F)cc2)CC/C=C/C[C@@H]1CC(=O)N(CCO)Cc1ccccc1	-3.7	29.3	6.1	12.1	8.9	7.3	12.9	-3.2
CCN(CC)CCNC(=O)c1cn(C)c2ccc(S(=O)(=O)N(C)C3CCCCC3)cc2c1=O	-1.8	-0.1	-8.9	-4.3	8.9	1.3	1.9	4.0
CCCC(C)C(=O)Nc1ccc(S(=O)(=O)Nc2nccc(C)n2)cc1 (configuration not stated)	-5.1	-13.0	-3.1	-3.0	-14.9	-8.5	-14.4	0.1
CCOC(=O)COc1ccc(Br)cc1/C=C\c1[nH]c(=O)[nH]c(=O)c1[N+](=O)[O-]	2.8	17.7	34.5	-6.2	-12.9	-6.7	12.9	3.8
Cc1ccccc1/C=C\c1nc(O)c([N+](=O)[O-])c(=O)[nH]1	0.2	8.3	5.8	5.2	9.7	-2.4	11.0	1.5
CC(C)Nc1nc(Cl)nc(NCCOc2ccccc2)n1	1.5	11.4	-11.5	-15.7	-19.3	2.0	-20.6	7.7
CC(=O)c1ccc(OC(C)C(=O)Nc2cccc(S(=O)(=O)NCc3ccco3)c2)cc1 (configuration not stated)	-13.0	12.1	-1.6	-0.1	-14.5	-14.1	-14.9	-6.5
CCOC(=O)C1=C(N)OC2=C(C(=O)CCC2)C1c1ccc(C)s1 (configuration not stated)	-5.6	-16.8	-7.8	-3.3	-6.8	-1.6	-2.0	1.6
COC(=O)[C@@]1(Cc2ccccc2)[C@H]2c3cc(C(=O)N4CCCC4)n(Cc4ccsc4Br)c3C[C@H]2CN1C(=O)c1ccccc1	-11.5	20.9	.	.	11.9	-9.0	4.8	-11.1
Cc1ccc(-n2nnnc2SCC(=O)N2c3ccccc3NC(=O)C2(C)C)cc1	2.8	-1.1	-9.7	-7.0	18.6	0.7	9.8	1.1
Cc1ccc2[nH]c(=O)c(COC(=O)c3cccs3)cc2c1	0.9	-4.7	5.4	3.5	-0.6	8.6	20.6	-3.2
Cc1nnc(SCC(=O)Nc2c(Cl)cccc2Cl)[nH]c1=O	0.6	-0.7	-5.5	3.3	-1.7	3.8	4.9	2.9
Cc1cccc(OCc2n[nH]c(=S)n2-c2ccccc2)c1	2.2	-0.6	-7.7	-4.0	17.7	2.9	-19.7	3.7
CCOC(=O)Cc1csc(NC(=O)CCc2ccc(S(=O)(=O)N3CCOCC3)cc2)n1	-6.4	6.0	-8.4	0.9	-1.5	-3.1	1.1	-11.7
Cc1cccc(NC(=O)c2cc(NC(=O)CCCC(=O)O)ccc2Cl)n1	-11.4	-3.8	-10.8	1.4	5.8	-5.8	15.3	-7.2
Cc1nn(-c2cccc(C(=O)O)c2)c(C)c1Oc1ccccc1O	8.8	-11.1	-4.7	-1.9	0.4	4.3	9.7	2.5
O=C(NC(=Nc1nc2ccccc2o1)NC(=O)c1ccccc1)c1ccccc1	-1.6	-6.2	-0.5	-59.0	-65.6	2.1	-60.5	-1.8
Cc1ccc(-c2nc3ccccc3c(=O)n2NC(=O)COc2ccccc2)cc1	-3.6	5.7	10.9	1.5	7.4	17.0	-1.9	12.1
CCCCCCCCC(=O)NNC(=O)c1c(O)c2ccccc2n(CCC)c1=O	3.0	26.8	-15.9	2.1	11.8	-1.1	13.5	-0.3
COc1ccc([C@H]2CC(=O)C=C(c3cc(Cl)cc(Cl)c3)C2)cc1	6.3	2.9	-2.7	-3.6	-8.5	-4.5	10.5	2.0
O=C(CSc1nc2ccccc2s1)Nn1cnnc1	-15.9	-2.5	-1.0	.	-9.1	1.1	-4.7	-8.7
COc1ccc(NC(=O)Cn2c(C(C)C)nc(C)cc2=O)cc1Cl	0.0	-5.3	-7.8	-3.5	4.5	-4.6	27.0	4.4
CCC1CCCCN1Cc1nc2ccccc2c(=O)n1CC(C)=O (configuration not stated)	-0.3	-2.9	-8.4	10.7	5.9	-3.9	4.8	3.4
COc1cc(C2=NOC(C(=O)Nc3c(C)n(C)n(-c4ccccc4)c3=O)C2)cc(OC)c1OC (configuration not stated)	0.9	-26.3	-5.7	5.4	8.8	-2.8	15.6	0.9
COc1ccc(C(C(=O)NC2CCCCC2)N(C(=O)Cc2c[nH]c3ccccc23)c2ccccc2C)cc1OC (configuration not stated)	-1.6	13.3	0.6	3.9	7.4	20.0	19.8	6.7
Cc1ccc(S(=O)(=O)NCc2ccc(C(=O)NCCCN3CCC(Cc4ccccc4)CC3)cc2)cc1	-10.3	14.6	12.1	24.0	20.4	37.0	-8.6	6.9
COc1ccccc1NC(=O)CN(c1ccccc1OC)S(=O)(=O)c1ccccc1	2.0	13.4	3.2	-4.2	-11.5	3.4	-3.1	-1.8
Nc1ccn(CC(=O)NCCCc2ccccc2)c(=O)n1	3.4	-0.6	0.3	-7.2	-5.8	-3.6	7.2	6.0
CCOc1ccc(S(=O)(=O)NCc2ccc(OC)cc2)c2cccnc12	-1.3	-3.1	-6.0	-4.2	14.4	17.9	19.5	7.9
Cc1ccnc(NC(=O)CCNC(=O)c2ccc(Cl)cc2)c1	1.2	-6.1	1.9	-24.7	-108.1	1.7	-97.0	0.3
COc1cccc(-c2cc(C(F)(F)F)n3nc(C(=O)Nc4c(C)n(C)n(-c5ccccc5)c4=O)cc3n2)c1	0.5	-1.4	-2.1	2.1	2.4	1.8	14.0	-11.9
CCOc1ccc(NC(=O)CC2Nc3ccccc3NC2=O)cc1 (configuration not stated)	4.0	-3.8	16.5	-2.6	-4.0	5.3	-10.1	6.7
COc1ccc(C(C#N)N2N=C(c3ccccc3)CC2c2ccccc2)cc1OC (configuration not stated)	-10.4	13.6	-3.5	-20.3	-86.8	10.9	-121.0	73.0*
NC(=O)c1nsc(C(=O)N(c2cccc(F)c2)C(C(=O)NC2CCCC2)c2ccc(O)cc2)c1N (configuration not stated)	-4.2	9.7	-4.2	-3.2	-25.0	48.1*	-8.6	3.3
Cc1cc(C)cc(NC(=O)N2CCN(Cc3ccc4c(c3)OCO4)CC2)c1	-4.0	-8.1	-4.7	3.2	-6.7	-1.4	2.4	2.1

Some entries already given, showing only Gli-Sufu block:
molecule	Gli-Sufu block
NC(=O)c1nsc(C(=O)N(c2cccc(F)c2)C(C(=O)NC2CCCC2)c2ccc(O)cc2)c1N (configuration not stated)	-3.2
Cc1cc(C)cc(NC(=O)N2CCN(Cc3ccc4c(c3)OCO4)CC2)c1	3.2

Reprinted from above, 3 compounds:
SMILES	SENP8 inh	Apaf-1 inh	HKDC1 inhibitor	Gli-Sufu block	Jurkat NFkB inh	UBC13 polyUb	697 NFkB inh	SENP7 block
Cc1ccc(S(=O)(=O)NCc2ccc(C(=O)NCCCN3CCC(Cc4ccccc4)CC3)cc2)cc1	-10.3	14.6	12.1	24.0	20.4	37.0	-8.6	6.9
COc1ccccc1NC(=O)CN(c1ccccc1OC)S(=O)(=O)c1ccccc1	2.0	13.4	3.2	-4.2	-11.5	3.4	-3.1	-1.8
Nc1ccn(CC(=O)NCCCc2ccccc2)c(=O)n1	3.4	-0.6	0.3	-7.2	-5.8	-3.6	7.2	6.0

Further structures.
SMILES	SENP8 inh	Apaf-1 inh	HKDC1 inhibitor	Gli-Sufu block	Jurkat NFkB inh	UBC13 polyUb	697 NFkB inh	SENP7 block
CN1CCN(S(=O)(=O)c2cc([N+](=O)[O-])ccc2N2CCCCCC2)CC1	1.2	-6.1	0.2	-0.7	1.7	-2.4	-5.7	5.8
COc1ccc(Cn2ccnc2SCC(=O)Nc2cccc(NC(C)=O)c2)cc1	0.1	-4.3	-0.2	-0.7	0.1	-7.4	21.8	5.0
C=CCn1c(SCC(=O)c2[nH]c(C)c(C(=O)OCC)c2C)nc2scc(-c3ccccc3)c2c1=O	2.5	6.4	-2.5	6.8	2.7	-5.5	3.7	-0.2
O=C(CSc1nnc2ccc(-c3ccc(F)cc3)nn12)NCC1CCCO1 (configuration not stated)	-6.3	1.9	-4.4	-3.5	1.2	5.5	6.2	5.3
CC(=O)Nc1ccc(/C=C/C(=O)c2ccc3c(c2)OCCO3)cc1	-2.1	8.2	7.0	19.6	4.7	-2.3	8.2	-12.8
COc1cccc(CNC(=O)CCCn2ccc3cc(S(=O)(=O)N4CCCC4)ccc32)c1	-5.1	1.7	5.5	48.3	6.8	1.5	-14.8	17.6
COc1ccccc1C(=O)Nc1nc2ccccc2[nH]1	96.7*	6.5	-1.8	74.8*	90.7*	7.3	68.7*	101.3*
COc1ccccc1N1CCN(/N=C(\C)c2ccccc2O)CC1	-10.5	3.5	-1.5	0.3	9.7	-9.7	-8.6	-11.6
O=C(O)CCC(=O)N1CCc2cc(S(=O)(=O)NCCc3ccc(Cl)cc3)ccc21	7.4	-3.9	0.6	-8.2	-0.8	-0.6	13.4	-1.9
CS(=O)(=O)N1CCc2cc(C(=O)Nc3ccc(Cl)cc3)ccc21	0.1	3.3	-2.4	-63.1	-61.6	6.3	-61.3	2.5
Cc1c(-c2ccccc2)[n+](=O)c(-c2ccco2)c(C)n1[O-]	-6.6	-0.6	7.5	-34.5	3.0	8.0	-1.0	6.7
Cc1ccc(-c2nsc(SCC(=O)NCc3ccc4c(c3)OCO4)n2)cc1	-3.9	10.5	-9.9	-5.5	-2.1	-1.2	-1.3	5.1
CC(C)CNc1c(N)n(CC(C)C)c(=O)[nH]c1=O	-4.8	6.0	13.3	1.4	-10.5	-21.1	-2.0	-8.1
CCOCCCn1c(SCC(=O)N2CCOCC2)nc2ccccc2c1=O	0.0	-0.3	-8.4	-10.8	19.2	2.9	3.8	3.1
CS(=O)(=O)N(CC(=O)Nc1ccc(F)cc1)C1CCCCC1	-3.6	7.5	-5.1	-19.1	-3.0	-4.8	-16.8	-8.3
CCSc1nc2c(c(=O)[nH]1)C(c1cccs1)C(C(=O)OC)=C(C)N2 (configuration not stated)	14.3	0.4	3.3	-10.7	5.5	-1.6	15.5	1.4
CCc1ccc2c(c1)C(NC(C)=O)C(=O)N2CCN1CCOCC1 (configuration not stated)	0.3	-3.7	80.1*	13.1	-1.0	-5.8	3.4	-1.3
CCOC(=O)C1=C(CC)Nc2ccccc2N=C1NC(=O)c1ccc(S(=O)(=O)N2CCOCC2)cc1	-6.9	12.7	-8.8	3.6	9.5	-7.0	-7.3	-7.6
COc1cccc(Nc2ncnc3onc(-c4ccccc4OC)c23)c1	3.6	7.1	2.2	9.5	-0.1	4.3	-28.6	-4.1
CCCN(C(=O)CCl)C1=CCCCC1	-7.7	-1.5	-20.2	-6.2	-5.3	-6.5	-2.0	-3.4
C=CCC1NS(=O)(=O)OC2CCCC12 (configuration not stated)	-6.5	-1.9	-4.3	22.5	-2.0	-10.4	-9.6	-5.2
CCC(C(=O)O)n1nnc(-c2ccc(-c3ccc(OC)cc3)cc2)n1 (configuration not stated)	-0.1	5.4	4.3	-4.5	1.8	-5.4	-15.7	-6.6

By substructure, the entries above with a furan ring, fused or not (two)
SMILES	SENP8 inh	Apaf-1 inh	HKDC1 inhibitor	Gli-Sufu block	Jurkat NFkB inh	UBC13 polyUb	697 NFkB inh	SENP7 block
CC(=O)c1ccc(OC(C)C(=O)Nc2cccc(S(=O)(=O)NCc3ccco3)c2)cc1 (configuration not stated)	-13.0	12.1	-1.6	-0.1	-14.5	-14.1	-14.9	-6.5
Cc1c(-c2ccccc2)[n+](=O)c(-c2ccco2)c(C)n1[O-]	-6.6	-0.6	7.5	-34.5	3.0	8.0	-1.0	6.7
